# Bioassay records deposited in PubChem by The Scripps Research Institute Molecular Screening Center.
# UHRF1 MBD2 ctr: UHRF1 methyl-DNA binding inhibition. Q96T88. UHRF1 binding to methylated oligo, TR-FRET. inhibition, % at 4.4 µM. actives 0.75% (n = 370,000). AID 687016; in the data active = inhibition above about 21%;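 note: UHRF1 SRA domain binding a hemimethylated CpG hairpin DNA probe; 0% = median of test compound wells and 100% = reference inhibitor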
# proKLK7 act: activators of human kallikrein-7 zymogen. P49862. purified proKLK7, EDANS-DABCYL substrate fluorescence; 100% is mature enzyme control, 0% vehicle. activation, % at 7 µM. actives 0.9% (n = 370,000);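 active = activation above the mean of all tested compounds plus 3 SD, computed per campaign excluding outliers beyond control limits, cut at about 13% in these data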
# Target sequence (P49862 whole entry, looked up): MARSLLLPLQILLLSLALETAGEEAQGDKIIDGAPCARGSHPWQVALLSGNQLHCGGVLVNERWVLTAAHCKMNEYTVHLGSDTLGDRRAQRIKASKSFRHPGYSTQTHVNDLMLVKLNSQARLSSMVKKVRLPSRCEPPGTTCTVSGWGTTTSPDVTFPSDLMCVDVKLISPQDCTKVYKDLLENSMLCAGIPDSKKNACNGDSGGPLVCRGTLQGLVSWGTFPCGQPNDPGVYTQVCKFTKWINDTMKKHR
# LEDGF integ inh: blocks HIV-1 LEDGF/p75-dependent DNA integration. TR-FRET IN-LEDGF/p75 DNA integration, Eu/Cy5. inhibition, % at 3.7 µM. actives 0.64% (n = 370,000). AID 743269;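 active = inhibition above the screen-wide mean plus 3 SD, cut at about 13% in these data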;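 note: signal is the Cy5 over europium emission ratio at 671 and 618 nm; 0% = plate median of compound wells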
# MBD2 DNA inh: inhibitors of human MBD2 binding to methylated oligonucleotide | Q9UBB5 | TR-FRET | inhibition, % at 4.4 µM | actives 0.31% (n = 370,000) | AID 686964; in the data active = inhibition above about 13%
# Tn6 DDE FP: disrupts Tn6 cyclic peptide binding to fibrin D-Dimer-E complex; P02675; Fibrin DD(E) TRITC-Tn6 fluorescence polarization displacement; inhibition, % at 8.3 µM; actives 0.21% (n = 370,000); AID 720509;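 active = inhibition above a per-campaign cutoff: mean of compounds within control limits plus 3 SD, cut at about 15% in these data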;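 note: 0% = median of all compound wells on the plate and 100% = blocking peptide control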
# TDP2 absorb: blocks human TDP2 phosphodiesterase activity; O95551; recombinant TDP2, T5PNP hydrolysis, p-nitrophenol absorbance 415 nm; inhibition, % at 12.8 µM; actives 0.34% (n = 370,000); AID 720702;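 active = inhibition above the mean of all tested compounds plus 3 SD, set per campaign, cut at about 25% in these data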;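 note: 0% = DMSO with enzyme and 100% = buffer with substrate but no TDP2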
#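 Read-out basis: percent inhibition. System: recombinant human TDP2. Buffer or medium: Mg2+-containing Tris-HCl buffer, pH 7.5. Repeats: single replicate. Timing: reaction 2 h, 37 °C. Benchmarks: high control without enzyme, low control DMSO plus TDP2. Probe or stimulus: 5 mM T5PNP. Doses: 12.8 µM only. Measured by: epi absorbance of p-nitrophenol freed from T5PNP by hydrolysis.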
# SIAE inh: human SIAE inhibition, primary screen. Q9HAT2. SIAE FP-Rh probe binding, fluorescence polarization. inhibition, % at 9.66 µM. actives 0.69% (n = 370,000);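 active = inhibition above a cutoff: mean of compounds within the control limits plus 3 SD of those, cut at about 17% in these data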;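 note: 0% = plate median of compound wells and 100% = probe without SIAE protein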
# Target sequence (Q9HAT2 whole entry, looked up): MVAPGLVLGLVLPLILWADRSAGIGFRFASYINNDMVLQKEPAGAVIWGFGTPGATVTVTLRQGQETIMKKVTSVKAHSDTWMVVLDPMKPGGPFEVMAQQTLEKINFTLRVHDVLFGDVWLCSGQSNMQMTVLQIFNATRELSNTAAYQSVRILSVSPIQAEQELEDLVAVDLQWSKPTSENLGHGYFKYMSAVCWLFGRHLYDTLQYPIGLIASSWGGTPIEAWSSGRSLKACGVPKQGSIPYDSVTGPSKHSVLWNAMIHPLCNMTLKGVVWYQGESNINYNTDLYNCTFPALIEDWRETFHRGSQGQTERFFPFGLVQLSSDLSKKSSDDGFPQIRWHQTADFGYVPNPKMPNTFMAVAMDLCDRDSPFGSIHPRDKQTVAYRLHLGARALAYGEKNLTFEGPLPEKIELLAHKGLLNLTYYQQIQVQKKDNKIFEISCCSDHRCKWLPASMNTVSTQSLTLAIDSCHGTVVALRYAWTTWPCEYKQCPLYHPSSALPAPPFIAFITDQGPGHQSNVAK
# TCR CD3 inh: blocks the human TCR-CD3 interaction; TAMRA-labeled TCR probe fluorescence, biochemical; inhibition, % at 9.4 µM; actives 0.37% (n = 360,000); in the data active = inhibition above about 19%;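 note: recombinant mutant TCR 2C K166C tagged with TAMRA read by polarization; 0% = receptor in buffer alone and 100% = receptor with positive control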
# PRMT1 FP inh: inhibitors of human PRMT1. actives 1.3% (n = 370,000). inhibition, % at 2.79 µM. Q99873. recombinant PRMT1, activity-based probe fluorescence polarization;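 active = inhibition above about 21% made by adding two undisclosed values, limit read from the data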
# Tn7 DDE FP: disrupts Tn7 cyclic peptide binding to fibrin D-Dimer-E complex | inhibition, % at 8.3 µM | actives 0.13% (n = 370,000) | P02675 | FP displacement of FITC-Tn7 peptide from fibrin DD(E); 0% = median of compound wells per plate | AID 720508;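 active = inhibition above the mean of compounds falling within the control limits plus 3 SD of them, cut at about 14% in these data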;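 note: 0% = plate median of compound wells and 100% = 10 µM Aha-Tn7 peptide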
#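 System: human fibrin DD(E); quantity: Fibrin-DD(E) at 2 µM final; also added: fluorescent Tn7 probe at 0.1 µM; compound dosing: single nominal test concentration of 8.3 µM per compound; schedule: 10 min preincubation, 3 h with tracer, room temperature; detection: fluorescence polarization of the labelled Tn7 tracer; repeats: one replicate per compound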
# * hit, by the source's call; nt = no result given.
structure	UHRF1 MBD2 ctr	proKLK7 act	LEDGF integ inh	MBD2 DNA inh	Tn6 DDE FP	TDP2 absorb	SIAE inh	TCR CD3 inh	PRMT1 FP inh	Tn7 DDE FP
COc1cccc(-c2cc(C(=O)Nc3cc(OC)c(OC)c(OC)c3)no2)c1	-4	0.0	-1	-6	3	-11	-13	0	0	12
CCN(c1ccc(C)cc1C)S(=O)(=O)c1nnc(NC(=O)c2ccco2)s1	-2	-0.9	-1	2	-1	-8	-13	8	0	5
Brc1ccc(-c2nnc3sc(CNC4CCCC4)cn23)cc1	-3	0.0	6	3	-2	-6	9	-4	-5	13
O=C(Nc1ccc(F)cc1)Nc1cccnc1	0	0.0	7	-2	2	-3	-5	-4	-3	-4
COc1ccc2oc(C(=O)OCC(=O)Nc3ccc(NC(C)=O)cc3)c(C)c2c1	2	6.0	-1	2	3	12	-65	2	1	6
CCOC(=O)c1sc(NC(=O)CSc2nncn2C)nc1C	-1	-0.6	1	1	4	-8	5	3	0	-4
O=C(CSc1ncc(-c2ccc(F)cc2)n1Cc1ccco1)Nc1nccs1	-1	-0.5	-1	-3	-1	-3	-5	0	-2	-2
O=S(=O)(Nc1nc2ccccc2nc1Cl)c1ccc(F)cc1	-1	-0.4	-1	-6	2	-7	1	5	0	6

# Record cards, as listed above. Values in the order: UHRF1 MBD2 ctr | proKLK7 act | LEDGF integ inh | MBD2 DNA inh | Tn6 DDE FP | TDP2 absorb | SIAE inh | TCR CD3 inh | PRMT1 FP inh | Tn7 DDE FP
# Entry for `O=S(=O)(Nc1nc2ccccc2nc1Cl)c1ccc(F)cc1` → -1 | -0.4 | -1 | -6 | 2 | -7 | 1 | 5 | 0 | 6
# Entry for `CCN(c1ccc(C)cc1C)S(=O)(=O)c1nnc(NC(=O)c2ccco2)s1` → -2 | -0.9 | -1 | 2 | -1 | -8 | -13 | 8 | 0 | 5
# Entry for `O=C(Nc1ccc(F)cc1)Nc1cccnc1` → 0 | 0.0 | 7 | -2 | 2 | -3 | -5 | -4 | -3 | -4
# Entry for `COc1ccc2oc(C(=O)OCC(=O)Nc3ccc(NC(C)=O)cc3)c(C)c2c1` → 2 | 6.0 | -1 | 2 | 3 | 12 | -65 | 2 | 1 | 6
# Entry for `O=C(CSc1ncc(-c2ccc(F)cc2)n1Cc1ccco1)Nc1nccs1` → -1 | -0.5 | -1 | -3 | -1 | -3 | -5 | 0 | -2 | -2

# Reprinted at random: 2 compounds from above
structure	UHRF1 MBD2 ctr	proKLK7 act	LEDGF integ inh	MBD2 DNA inh	Tn6 DDE FP	TDP2 absorb	SIAE inh	TCR CD3 inh	PRMT1 FP inh	Tn7 DDE FP
O=C(Nc1ccc(F)cc1)Nc1cccnc1	0	0.0	7	-2	2	-3	-5	-4	-3	-4
CCOC(=O)c1sc(NC(=O)CSc2nncn2C)nc1C	-1	-0.6	1	1	4	-8	5	3	0	-4

# Additional compounds
structure	UHRF1 MBD2 ctr	proKLK7 act	LEDGF integ inh	MBD2 DNA inh	Tn6 DDE FP	TDP2 absorb	SIAE inh	TCR CD3 inh	PRMT1 FP inh	Tn7 DDE FP
O=C(Cn1cnc2ccccc21)N/N=C/c1ccco1	-2	0.0	2	-4	5	2	4	4	-1	-4
C=CCn1c(Cc2cccs2)nnc1SCC(=O)Nc1ccc(OC)cc1	2	-0.2	-2	-2	4	0	-8	3	-2	10
CC(C)N1Cc2nnn(Cc3ccc(F)cc3)c2-c2cc(F)ccc2S1(=O)=O	1	0.0	1	-2	5	-2	-6	nt	1	-4
CN(C)CCCNc1ccc(-c2cc(Nc3cccc(Cl)c3)ncn2)cn1	6	1.2	1	3	-8	2	-7	0	-1	-2
O=C(Oc1c(-c2ccccc2)c(=O)n2c3c(cccc13)CC2)c1ccc(F)cc1	2	-0.4	2	6	-1	0	-8	-10	4	-2
COc1ccc(C)cc1S(=O)(=O)Nc1cc2c3c(c1)C(C)C(=O)N3CCC2 (centres undefined)	-3	-0.3	2	-4	-8	6	4	-2	-1	3
COc1ccc(CN(C)CC2CCCN(CCc3ccccc3C)C2)cc1O (centres undefined)	0	-0.3	1	4	2	-1	-5	4	0	-2
Cc1cccc(NS(=O)(=O)c2cc3c4c(c2)C(C)C(=O)N4CCC3)c1 (centres undefined)	1	0.6	1	-1	8	15	5	-1	3	5

# More entries.
# Values in the order – UHRF1 MBD2 ctr, proKLK7 act, LEDGF integ inh, MBD2 DNA inh, Tn6 DDE FP, TDP2 absorb, SIAE inh, TCR CD3 inh, PRMT1 FP inh, Tn7 DDE FP
> CCCCn1c(-c2cccnc2)nc2cc3[nH]c(=O)c(C(C)C)nc3cc21
    0, -19, 1, -2, 3, -12, 2, -4, 4, -3
> COc1ccc(N2CC(C(=O)N[C@@H](C)C(=O)N3CCCCC3)CC2=O)cc1 (some centres undefined)
    -1, -0.7, -2, 4, 6, 4, 4, 1, 2, 3
> CC(=O)c1ccccc1NC(=O)COC(=O)c1ccccc1NC(=O)c1ccccc1
    -2, 0.4, 2, 0, -7, 2, 3, 14, -2, 0
> Brc1ccc(C=Nc2ccc3c(c2)OCCOCCOCCO3)s1
    2, -0.7, -7, 3, 2, 5, -8, -5, 2, 4
> CC(C)C[C@H]1COc2cc(NCc3ccc(Cl)c(Cl)c3)ccc2S(=O)(=O)N1
    9, 0.2, -4, -1, -6, -4, -1, -1, 0, 1
> CCCCCC(=O)Oc1cccc(N2C(=O)C3CCCCC3C2=O)c1 (centres undefined)
    5, 0.1, 4, 3, -4, -2, 4, -5, 0, 3
> CCCSC1=C(C#N)C(c2ccccc2OCC)CC(=O)N1 (centres undefined)
    3, -0.1, 0, -1, -6, -6, -2, -6, 2, -1
> CCc1ccc(N2C(=O)C3CCCN3C2=S)cc1 (centres undefined)
    1, 0.1, 1, 5, 0, 7, -4, 17, 7, 7
> O=C(C[n+]1cnn(CC(=O)c2ccc(Cl)cc2Cl)c1)c1ccc([N+](=O)[O-])cc1
    2, -0.5, -3, -2, 1, 9, 7, -14, 2, 0
> CCC[C@@H](CN1CCC[C@H]1CN1C(N)=NC[C@@H]1Cc1ccccc1)N1C[C@@H](Cc2ccccc2)N(CCc2ccc(Cl)c(Cl)c2)C1=N
    2, 0.5, 1, -4, -4, 4, 11, -3, 1, 3
> COc1ccc(CNc2nc3nc(C)c(Cl)c(C)n3n2)cc1
    -1, 0.4, -3, -2, 6, 11, -8, 2, 3, 5
> O=C(Cc1ccccc1[N+](=O)[O-])N1CCOCC1
    -1, 0.2, 1, 5, -1, 11, 4, 0, -2, 4
> CCOC(=O)CN1C(=O)S/C(=C\c2ccc3c(c2)OCO3)C1=O
    5, -0.5, 6, -1, -2, -10, 1, 1, -1, -4
> O=C(NC(=S)Nn1cnnc1)c1ccccc1
    -2, 0.1, 3, -4, 2, 2, 3, 4, -5, 0
> C[C@@H]1COc2cccc(N3CCN(Cc4ccccc4F)CC3)c2S(=O)(=O)N1
    0, -0.4, -2, 1, 6, -2, 3, -3, 6, -5
> CCCN1CCN(S(=O)(=O)c2ccc3c(c2)NC(=O)C(C)S3)CC1 (centres undefined)
    -1, 0.4, 4, -7, -4, -3, 8, 1, -4, 2
> CCN1CCN(C(c2ccccc2OC)c2nnnn2C2CCCCC2)CC1 (centres undefined)
    -1, 0.1, 3, 1, -8, -1, -4, -3, 1, 0
> Cc1ccc(-c2nc3ccccc3nc2Cl)cc1
    0, 0.4, -1, 3, -2, 6, 12, -6, 1, -6
> C[C@]12C=CC(=O)C=C1CCC1C3CC[C@](O)(C(=O)CO)[C@@]3(C)CC3OC312 (some centres undefined)
    5, -0.2, 0, 6, -1, -1, 0, -4, 0, 4
> Cc1cc(N2O[C@H]3C=C[C@@H]2C3)no1
    17, 0.6, 5, 1, 1, -10, 1, -4, 3, -4
> O=C(N/C(=C\c1ccc(Br)cc1)C(=O)N1CCOCC1)c1ccc(Br)o1
    1, -0.2, -2, -2, 2, -5, -2, 7, 0, 1
> COC(=O)c1ccc(S(=O)(=O)NCc2ccccc2)n1C
    0, -0.3, -1, 9, 7, 10, 4, 1, 4, 1
> CCS(=O)(=O)N1CCC(C(=O)N2CCN(Cc3ccccc3)CC2)CC1
    -1, 0.4, 0, -10, 4, 0, 4, 7, -3, 1
> COc1ccccc1NC1=NC(C)(C)N=C(N)N1
    0, -0.9, 4, 2, 2, -1, 3, 2, -2, -1
